OXTR potentiate – human OXTR potentiators, primary screen, fluorescence, CHO-OTR cells, Fluo-8 calcium; Oxytocin receptor (Homo sapiens), P30559; Fluo-8 calcium fluorescence, potentiator mode; 0% = oxytocin EC15, 100% = EC100; activation, % at 3 µM; actives 0.061% (n = 320,000);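 active = activation above that plate's cutoff, the mean activation of tested compounds plus 3 SD, cut at about 6.6% in these data, passing the limit was not always enough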;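 also: 100% uses oxytocin at 75 nM as the full agonist control; some results filed as inactive read as strong as hits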
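assay system = CHO-OTR cells, human receptor | schedule = compound 6 min at room temperature before oxytocin, 100 s read | detection = Fluo-8 intracellular calcium fluorescence, ex 470-495, em 515-575 nm | evaluation = normalized max/min fluorescence ratio, % activation | control set = EC15 oxytocin alone as 0%, 75 nM oxytocin (EC100) as 100%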
M1 ag parental – counter-screen for M1 agonists: effect in parental CHO-K1 cells; actives 0.48% (n = 360,000); Fluo-8 calcium fluorescence; scaled to maximal ATP response, vehicle zero; activation, % at 3 µM; AID 602248, 2012; in the data active = activation above about 15%;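 also: untransfected CHO-K1 host cells lacking M1 receptor as counterscreen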
M1 PAM parental – nonselective calcium activators in parental CHO-K1 cells, primary screen, counter-screen for M1 PAM project, cell-based, Fluo-8 calcium fluorescence, full deck, 1536-well; ATP EC20; 0% at ATP EC20, 100% at ATP max; actives 0.02% (n = 360,000); activation, % at 3 µM;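 active = activation above the run cutoff, the mean activation of all test compounds plus 3 SD, cut at about 40% in these data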;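 also: peak over basal fluorescence ratio in a 140 s read after ATP addition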
TAAR1 antag – human TAAR1 antagonists, primary screen, Fluo-8 calcium fluorescence, CHO RD-HGA16 cells. antagonist. inhibition, % at 3 µM. actives 1.5% (n = 360,000). AID 624466, 2012;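 active = inhibition above a per-plate cutoff, the mean inhibition of test compounds on that plate plus 3 SD, cut at about 49% in these data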;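 also: 0% = DMSO plus EC80 beta-PEA response and 100% = DMSO alone without agonist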
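Test system: RD-HGA16 CHO cells with stable hTAAR1 and Gα16 / Probe or stimulus: EC80 β-phenethylamine stimulus / Times: seeding 17-24 h prior, 75-min 37 °C, 30-min RT dye loading / Detection: Fluo-8 calcium-sensitive fluorescence / Read-out basis: % inhibition scaled between DMSO and EC80 PEA controls / Repeats: singlicate, one well per test compound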
M1 ag – human M1 muscarinic receptor agonists, primary screen, Fluo-8 calcium fluorescence, CHO-K1 cells, HTS; Muscarinic acetylcholine receptor M1 (Homo sapiens), P11229; CHO-K1 hM1, agonist mode; 0% DMSO, 100% acetylcholine EC100; activation, % at 3 µM; actives 0.33% (n = 360,000);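 active = activation above the run's mean compound activation plus 3 SD, cut at about 16% in these data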;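 also: peak over basal fluorescence ratio within a 140 s kinetic read after compound addition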
Target sequence (P11229 whole entry, looked up): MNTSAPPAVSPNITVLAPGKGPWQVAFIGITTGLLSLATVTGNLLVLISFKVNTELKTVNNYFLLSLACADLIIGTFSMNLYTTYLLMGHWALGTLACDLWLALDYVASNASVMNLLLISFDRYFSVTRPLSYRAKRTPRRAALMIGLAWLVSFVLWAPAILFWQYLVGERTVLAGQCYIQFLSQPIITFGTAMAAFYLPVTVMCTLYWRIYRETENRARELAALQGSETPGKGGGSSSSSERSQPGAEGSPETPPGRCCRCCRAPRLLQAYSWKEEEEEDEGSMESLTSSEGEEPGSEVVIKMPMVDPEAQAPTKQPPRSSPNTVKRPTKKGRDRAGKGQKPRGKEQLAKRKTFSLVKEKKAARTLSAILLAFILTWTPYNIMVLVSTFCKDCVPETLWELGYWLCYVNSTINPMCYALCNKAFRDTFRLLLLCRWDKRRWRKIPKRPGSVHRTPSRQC
CHO-K1 Ca antag – nonselective inhibitor or artifact in parental CHO-K1 cells; actives 0.6% (n = 360,000); ATP-induced calcium, Fluo-8 fluorescence; inhibition, % at 3 µM; AID 602250;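 active = inhibition above a per-plate cutoff, the plate's mean sample inhibition plus 3 SD, cut at about 24% in these data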;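 also: 0% = DMSO plus EC80 ATP and 100% = DMSO alone without ATP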
V1R ag counter – agonists of human V1a receptor, primary screen, counter-screen for OXTR agonist project, fluorescence, CHO-V1R cells | Fluo-8 calcium fluorescence, agonist mode; 0% DMSO, 100% 3 nM vasopressin | activation, % at 3 µM | actives 0.25% (n = 320,000) | AID 2797, 2010;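 active = activation above the mean activation of all tested compounds plus 3 SD, per screening run, cut at about 20% in these data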;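 also: signal is peak over basal fluorescence ratio across a 100 second FLIPR read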
Target sequence (P37288 whole entry, looked up): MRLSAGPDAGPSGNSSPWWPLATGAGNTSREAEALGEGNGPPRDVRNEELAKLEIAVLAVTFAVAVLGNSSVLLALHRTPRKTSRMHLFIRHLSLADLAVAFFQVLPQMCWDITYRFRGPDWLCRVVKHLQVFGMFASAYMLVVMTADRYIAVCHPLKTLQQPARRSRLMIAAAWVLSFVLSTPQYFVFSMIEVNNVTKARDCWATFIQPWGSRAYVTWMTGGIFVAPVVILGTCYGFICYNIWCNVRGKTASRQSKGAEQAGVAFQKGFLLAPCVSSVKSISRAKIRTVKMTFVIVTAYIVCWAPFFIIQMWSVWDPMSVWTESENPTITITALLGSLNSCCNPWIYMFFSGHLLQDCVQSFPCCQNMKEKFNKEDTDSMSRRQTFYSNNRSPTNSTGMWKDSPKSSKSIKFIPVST
CHO parental Ca – ATP-evoked calcium signal inhibitors, parental CHO, primary screen, counter-screen for OX1R antagonist project, cell-based, fluorescence, Fluo-8 calcium dye. parental CHO-K1, ATP-induced calcium, Fluo-8 fluorescence. inhibition, % at 5.6 µM. actives 0.63% (n = 330,000). AID 463079, 2010;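 active = inhibition above that plate's mean sample inhibition plus 3 SD, cut at about 26% in these data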;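 also: 0% = ATP-challenged DMSO wells and 100% = DMSO wells without ATP; some compounds past the cut are filed as inactive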
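Test system: parental CHO cells; detection: calcium-sensitive Fluo-8 fluorescence; evaluation: percent inhibition of calcium signal; also added: ATP as calcium-mobilizing challenge; repeats: one well per compound; control set: ATP-challenged DMSO wells low, unchallenged DMSO wells high; compound: single nominal dose of 5.6 µM per compound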
TAAR1 ag – human TAAR1 agonists, primary screen, Fluo-8 calcium fluorescence, CHO RD-HGA16 cells; AID 624467, 2012; vehicle wells 0%, saturating PEA agonist 100%; actives 0.99% (n = 360,000); activation, % at 3 µM;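 active = activation above the mean activation of all test compounds in the run plus 3 SD, cut at about 38% in these data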
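Assay system – CHO-derived RD-HGA16 cells with stable Gα16 and human TAAR1 · Compound dosing – one-point dosing at 3 µM (nominal) · Incubation – 17-24 h seeding, 75 min 37 °C dye, 30 min RT · Measured by – kinetic Fluo-8 calcium fluorescence · Control set – DMSO vehicle as 0%, PEA at EC100 as 100% · Repeats – single well for each compound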
Active calls of the source: *; . = no result given; & = joins results of further samples. Outcome played no part in choosing rows; 3.3% or so of the library scored in one or more.

mol	OXTR potentiate	M1 ag parental	M1 PAM parental	TAAR1 antag	M1 ag	CHO-K1 Ca antag	V1R ag counter	CHO parental Ca	TAAR1 ag
CCCCc1ccc(-c2ccc(Br)cc2O)nc1	-4	0.3	7	-15	-2	-8	1.3	-2	6
C=C1CCN(C(C)C(=O)OC)S(=O)(=O)c2ccccc21 (configuration not stated)	-12	-0.4	-12	4	-2	5	-0.3	3	2
CCOC(=O)C1=C(c2ccccc2)NC(=O)NC1c1cc(OCC)c(O)c([N+](=O)[O-])c1 (configuration not stated)	.	0.0	-3	-9	-3	-3	.	.	4
CC(C)C(NS(=O)(=O)c1ccccc1)C(=O)N1CCCCCC1 (configuration not stated)	-8	0.9	3	4	-2	-16	-0.7	-2	1
O=C(CCS(=O)(=O)Cc1ccccc1)Nc1nc2c(s1)CCCC2	-9	4.5	19	13	-2	-15	2.6	-7	15
O=C(c1ccc(S(=O)(=O)Nc2ccccc2)cc1)N1CCOCC1	-6	1.5	13	7	0	-7	1.5	-1	9
CN(C)C(CNC(=O)C1CCN(C(=O)/C=C/c2ccccc2)CC1)c1ccccc1 (configuration not stated)	0	0.4	2	1	-11	-8	1.0	-20	4
O=C(c1cc(C2CCCCN2S(=O)(=O)c2ccc(F)cc2F)on1)N1CCOCC1 (configuration not stated)	.	1.5	1	-11	-8	-1	.	.	4
CC(C)(C)OC(=O)N1CCCN(C(c2cc3ccccc3o2)c2nnnn2C(C)(C)C)CC1 (configuration not stated)	.	1.9	20	-5	.	-15	.	.	2
CC(C)c1ccc(NC(=O)CSC(C)c2nc3ccccc3c(=O)[nH]2)cc1 (configuration not stated)	-6	1.6	12	4	-3	-11	0.4	-5	2
Cc1cccc(C(C(C(=O)c2ccccc2)N2CCOCC2)N2CCOCC2)c1 (configuration not stated)	.	0.9	16	16	-4	-15	.	.	1
CN(C)CCNc1ncnc2c1ncn2[C@H]1CN(CCc2ccccc2)C[C@@H](CO)O1	.	0.0	20	-16	3	-4	.	.	58*
CC(=O)Nc1c(C#N)c(-c2ccccc2)c(C#N)c(=O)n1-c1ccc(C)cc1	.	0.7	19	-5	-3	-4	.	.	1
O=C(COC(=O)Cc1ccc(Br)cc1)NC12CC3CC(CC(C3)C1)C2	-12	0.1	14	-6	-3	7	0.4	-11	10
O=C(NCc1ccccn1)C(=O)N/N=C/c1ccccc1O	-1	-0.8	4	-11	-6	-6	-0.4	6	15
CCN1CCN(c2ccc(NC(=O)c3ccco3)cc2)CC1	-12	0.3	2	-33	-6	-8	0.2	-14	2
CCOC(=O)c1cc(-c2ccc3c(c2)OCCO3)nc2c1c(C)nn2CCC#N	-8	1.3	16	19	-4	-4	1.4	-18	9
CCc1ccccc1NC(=O)CNC(=O)c1ccccc1OCc1c(C)noc1C	-2	0.0	-16	-9	-1	5	2.6	-10	0
COc1cc(OC)cc(C(=O)NNC(=O)C(CCC(N)=O)NS(=O)(=O)c2ccc(Cl)cc2)c1 (configuration not stated)	.	0.3	1	4	-3	-11	.	.	6
O=C1c2ccccc2C(=O)c2c1ccc1c(=O)n(-c3ccccc3)[nH]c21	-4	0.1	8	2	-1	-1	-0.2	-6	-2
O=c1[nH]c(-c2ccccc2)cs1	-4	-0.1	-5	9	-4	16	0.5	-6	3
CC(=O)OC[C@@H]1CN(Cc2ccccc2)C[C@H](n2cnc3c(NCC(C)C)ncnc32)O1	.	1.8	1	-16	3	-3	.	.	0
O=C(NCc1ccccc1Cl)c1cc2c(s1)CS(=O)(=O)C2	-10	1.6	5	-9	-7	-15	1.5	-3	2
O=C(NCc1ccccc1Cl)C1CCN(c2cnccn2)CC1	1	0.2	16	16	-4	-7	0.3	2	5
c1ccc2c(-c3cc(C4CCNCC4)[nH]n3)cccc2c1	1	0.7	-6	-7	-5	-14	-1.3	-10	2
C[C@@H]1CN([C@H](C)CO)C(=O)Cc2cc(NC(=O)Cn3cnnn3)ccc2O[C@@H]1CN(C)Cc1ccc(Cl)c(Cl)c1	-8	-0.2	-2	4	-11	-5	2.4	-15	1
O=C(CN1C(=O)NC2(CCCc3ccccc32)C1=O)NCc1cccs1 (configuration not stated)	-1	0.9	7	-11	-1	4	0.4	-11	14
CC(=O)c1ccccc1C(=O)N1CCC(n2nccc2NC(=O)C2CC2)CC1	.	0.5	23	-6	-3	-4	.	.	1
CCOc1cccc(/C=N/NC(=O)CC2C(=O)NN=C2C)c1O (configuration not stated)	-2	0.4	20	-6	-6	-15	-0.6	-3	0
C=CCn1c(C2CC2)n[nH]c1=S	1	0.5	11	-1	-12	-10	0.4	-7	4
Cc1ccc(C2(C)NC(=O)N(CC(=O)c3ccc4c(c3)OCCO4)C2=O)cc1 (configuration not stated)	-7	2.1	5	4	-1	-4	6.6	-11	20
O=C1CSc2ccc(S(=O)(=O)NCc3ccc(Cl)cc3)cc2N1	-12	2.1	9	9	-2	-14	0.9	-6	2
O=C(OCC(=O)N1CCN(C(=O)c2ccco2)CC1)c1ccccc1OCc1ccc(Cl)cc1	-14	3.8	7	32	-1	-2	-0.2	-27	8
O=C(O)c1cc2ccc3ccccc3c2[nH]1	-5	-0.1	-9	0	-4	-5	0.9	-1	1
CC(=O)N(O)CCCCCNC(=O)CCC(=O)N(O)CCCCCNC(=O)CCC(=O)N(O)CCCCCN	0	0.2&0.1	10&-8	-20&-28	-2&-3	-3&10	1.1	-2	1&4
c1ccc2c(c1)cnc1ccccc12	6&-5	1.4&-0.5	19&-18	-15&-36	-6&-6	-11&15	1.5&1.0	-13&-13	2&2
Fc1cccc(Cc2c(-c3ccc(Cl)cc3)nc3ccc(Cl)cn23)c1	.	-0.2	-1	-2	-4	-12	.	.	0
O=C(c1cnn2c(C(F)F)cc(-c3ccccc3)nc12)N1CCc2ccccc21	-1	0.4	19	-13	1	-8	0.6	-9	0
Oc1ccc(Cl)cc1CNCc1ccc(Cl)nc1	-2	7.1	18	12	5	-8	16	-14	40*
COc1ccc(CNC(=O)C(OC(=O)c2nsc(Cl)c2Cl)C(C)C)cc1 (configuration not stated)	-4	-0.5	21	-1	-3	-13	-1.9	-30	6

Quoted from the listing (2 entries):
mol	OXTR potentiate	M1 ag parental	M1 PAM parental	TAAR1 antag	M1 ag	CHO-K1 Ca antag	V1R ag counter	CHO parental Ca	TAAR1 ag
Oc1ccc(Cl)cc1CNCc1ccc(Cl)nc1	-2	7.1	18	12	5	-8	16	-14	40*
COc1ccc(CNC(=O)C(OC(=O)c2nsc(Cl)c2Cl)C(C)C)cc1 (configuration not stated)	-4	-0.5	21	-1	-3	-13	-1.9	-30	6

Going on with the list:
mol	OXTR potentiate	M1 ag parental	M1 PAM parental	TAAR1 antag	M1 ag	CHO-K1 Ca antag	V1R ag counter	CHO parental Ca	TAAR1 ag
O=C(Nc1nnc(-c2ccccc2Cl)s1)C1CCN(S(=O)(=O)c2ccc(Cl)cc2)CC1	-6	0.1	23	-4	-6	-2	0.5	0	0
O=C(O)C1CCC2CCCC21 (configuration not stated)	.	0.0	3	.	-2	10	.	.	.
O=C(Nc1nnc([C@@H]2C[C@H](O)[C@@H](CO)O2)s1)Nc1ccc(F)cc1F	.	0.3	11	-7	-2	1	.	.	10
O=C(O)c1cc(Cl)n[nH]c1=O	.	-0.1	-2	-29	-2	4	.	.	1
COC(=O)c1cc(NS(=O)(=O)c2ccc(N3CCOCC3)c(N)c2)cc(C(=O)OC)c1	-8	-0.3	10	-2	2	8	0.4	-11	5
O=C1CCCCC1Nc1ccc(Cl)cc1 (configuration not stated)	.	0.0	-7	13	-4	-5	.	.	0
Cn1c(=O)c2c(nc(CN3CCC(C(N)=O)CC3)n2CCCc2ccccc2)n(C)c1=O	6	0.8	18	2	-6	-5	0.9	-10	9
CCOC(=O)N1CCN(c2ccc([N+](=O)[O-])cc2F)CC1C (configuration not stated)	-6	2.9	14	27	-6	-5	4.1	-15	2
CC1(C)OC(=O)C2(Cc3ccccc3N3CCCCC32)C(=O)O1 (configuration not stated)	-3	-0.2	-4	-7	-2	-1	-0.6	-10	5
O=C(CN1C(=O)COc2ccccc21)NCCCN1CCCC1	-4	0.8	6	-2	-6	-3	0.8	-5	6
CC1(C)C[C@H]2C3=CCC4[C@@]5(C)CC[C@H](O)[C@](C)(CO)C5CC[C@@]4(C)[C@]3(C)CC[C@@]2(C)[C@H](O)[C@@H]1O (some centres not stated)	-5	0.0	3	8	-6	4	1.1	-1	5
CC(C(=O)Nc1ccc(N2CCOCC2)cc1)N1C(=O)c2ccccc2C1=O (configuration not stated)	-6	-0.2	-4	1	3	-5	1.0	-12	2
CC(=O)Nc1ccc(-c2nc3ccccc3o2)cc1	-10	1.5	20	-7	0	-10	0.4	0	2
O=C(NCc1cccs1)C1CCC(CNS(=O)(=O)c2ccccc2)CC1 (configuration not stated)	-7	0.6	-5	-4	-3	2	0.5	-19	5
CCOc1cc(/C=C/c2ccc3cccc([N+](=O)[O-])c3n2)cc(Cl)c1O	-6	-0.6	11	-5	-6	-4	-0.3	-11	-2
CC(C)Cn1c([N+](=O)[O-])nc2c1c(=O)[nH]c(=O)n2C	-10	1.0	12	-9	0	-13	0.0	-4	11
Cc1ccc(C(=O)N/C(=C\c2ccco2)C(=O)NCCc2c[nH]c3ccccc23)cc1	-7	2.0	13	7	-7	-2	1.4	-11	1
CCOC(=O)N1CCN(C(=O)CS(=O)Cc2nc(-c3cccc(C)c3)oc2C)CC1 (configuration not stated)	-5	-0.1	-4	-23	-3	21	0.1	-22	0
COc1ccc(Nc2nc3c(C)cccn3c(=O)c2C=NCc2ccccc2)cc1	-13	0.2	-3	3	-6	-18	-0.4	-16	3
CNc1nc(-c2cccs2)cc(C(F)(F)F)c1C#N	-4	0.9	13	-10	-2	-14	0.6	0	-1
